KAT2A inh: qHTS Assay for Inhibitors of GCN5L2; AID 504327, 2011; GCN5L2 HAT assay, ThioGlo1 CoA-SH fluorescence; Potency, µM (top dose mostly 58.9 µM), for the others: at the top dose activity change, negative = inhibition, actives largely listed as inhibitors; Histone acetyltransferase KAT2A (Homo sapiens), Q92830; 390,000 compounds, 0.21% hits
Target sequence (Q92830 whole entry, looked up): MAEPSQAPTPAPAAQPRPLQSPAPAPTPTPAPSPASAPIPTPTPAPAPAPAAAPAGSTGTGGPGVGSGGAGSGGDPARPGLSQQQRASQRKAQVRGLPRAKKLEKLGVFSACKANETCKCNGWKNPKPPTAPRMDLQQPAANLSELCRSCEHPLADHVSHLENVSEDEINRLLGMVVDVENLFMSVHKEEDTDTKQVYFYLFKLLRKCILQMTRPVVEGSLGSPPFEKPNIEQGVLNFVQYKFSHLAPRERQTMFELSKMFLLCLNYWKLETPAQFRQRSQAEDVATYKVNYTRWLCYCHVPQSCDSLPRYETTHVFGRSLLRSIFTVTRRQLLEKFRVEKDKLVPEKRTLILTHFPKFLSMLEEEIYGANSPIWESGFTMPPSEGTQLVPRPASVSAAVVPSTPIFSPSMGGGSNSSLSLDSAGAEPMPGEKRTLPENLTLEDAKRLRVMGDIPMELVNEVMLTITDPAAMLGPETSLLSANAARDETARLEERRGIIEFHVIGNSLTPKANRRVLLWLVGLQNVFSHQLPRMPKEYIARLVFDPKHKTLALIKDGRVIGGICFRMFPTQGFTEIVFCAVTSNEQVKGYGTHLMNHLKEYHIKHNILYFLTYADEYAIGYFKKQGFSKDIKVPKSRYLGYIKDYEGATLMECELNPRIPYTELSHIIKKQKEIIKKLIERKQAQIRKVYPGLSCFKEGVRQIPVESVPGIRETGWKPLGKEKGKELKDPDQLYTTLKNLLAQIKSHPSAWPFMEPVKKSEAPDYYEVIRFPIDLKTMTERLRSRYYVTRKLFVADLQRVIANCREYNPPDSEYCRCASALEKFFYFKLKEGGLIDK
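GCN5L2 (20nM final) in 50mM HEPES, 0.1mM EDTA pH 7.5, 0.01% Tween-20 was preincubated 15 min at room temperature with compound, then given ThioGlo1 (50uM), H3(1-25) peptide (75uM) and acetyl-CoA (70uM); CoA-thiol fluorescence (Ex340/Em540) was read at 0 and 20 min.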
TDP1 cell CPT: qHTS for Inhibitors of human tyrosyl-DNA phosphodiesterase 1 (TDP1): qHTS in cells in presence of CPT; chicken DT40 Tdp1-/-;hTDP1 cells + 20 nM CPT, ATP luminescence, 48 h; Potency, µM (series often up to 46.2 µM), for inactives: at the highest dose activity change, negative = growth inhibition, actives largely listed as inhibitors; 420,000 compounds, 12% hits; AID 686979, 2013; further: nearly all actives have a fitted effect of over 55% in size
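Cell growth measured by CellTiter-Glo luminescence after a minimum 48 h, 37 C compound exposure with 20 nM CPT in Tdp1-knockout DT40 cells stably expressing hTDP1, seeded 400/well; qHTS titration format.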
TDP1 cell noCPT: qHTS for Inhibitors of human tyrosyl-DNA phosphodiesterase 1 (TDP1): qHTS in cells in absence of CPT. DT40 Tdp1-/- hTDP1 cells, no CPT, ATP luminescence, 48 h. Potency, µM (top dose mostly 46.2 µM), without a hit: top-dose activity change, negative = growth inhibition, actives largely listed as inhibitors. 420,000 compounds, 15% hits; further: nearly all actives have a fitted effect of over 55% in size
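Luminescent ATP content (CellTiter-Glo) served as the growth readout. Knockout chicken DT40 cells expressing human TDP1 were exposed to compounds without camptothecin for a minimum 48 hr at 37 °C.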
Numbers without * were called inactive; ? = inconclusive; / = no result given; & = joins results of further samples. The call rests on the fitted dose curve; in most records, active means well fitted curve in the direction sought with a large enough effect; inconclusive means small, poorly fitted or top-dose-only effect, or another doubt; inactive means no such curve, though single readings can be large; an effect the other way counts as inactive or inconclusive. On the % scale 0 is the no-effect control and ±100 the full control effect; potency means the concentration at half of the fitted maximal effect.

Sample of the layout:
SMILES	KAT2A inh	TDP1 cell CPT	TDP1 cell noCPT
CC(NCc1ccc(S(N)(=O)=O)cc1)C(=O)Nc1ccc([N+](=O)[O-])cc1Cl (stereo unspecified)	1%	-12%	?
COC(=O)C(CCSC)NC(=O)c1cc2c(n(-c3ccc(OC)cc3)c1=O)CC(C)(C)CC2=O (stereo unspecified)	-6%	-22%	-16%
CCN(CC)S(=O)(=O)c1ccc(N2CCOCC2)c(NC(=O)C2COc3ccccc3O2)c1 (stereo unspecified)	-5%	18µM*	16µM*
O=C(Nc1ccccc1)c1ccc2c(c1)CCN2S(=O)(=O)c1ccccc1	-17%	?	?
COc1ccc(NS(=O)(=O)c2cc3c(cc2C)N(C(C)=O)CCO3)c(OC)c1	-2%	-27%	?
CCOC(=O)c1c(C)c(C(=O)OCC)n(C)c1C	0%	-5%	-12%
CCC(Sc1nc2ccsc2c(=O)n1Cc1ccc(C(=O)O)cc1)C(=O)Nc1cccc(OC)c1 (stereo unspecified)	/	-29%	?
CSc1ccc(/C=N/Nc2cccc(C(=O)O)c2)cc1	?	3%	-26%
CN(C)/C=C/c1onc(-c2c(F)cccc2Cl)c1C#N	-12%	-17%	-19%
CSc1nc2nccc(/C=C\c3ccccc3)n2n1	-6%	?	23µM*
COC(=O)[C@]1(C)N[C@H](CN(C)C(=O)Nc2ccc(Cl)cc2)[C@@H]2C(=O)N(C)C(=O)[C@@H]21	-1%	13%	-9%
CCCN(CCC)CC(O)CN1C(=O)N(CN2C(=O)N(CC(O)CN(CCC)CCC)C(=O)C2(C)C)C(C)(C)C1=O (stereo unspecified)	0%	5%	8%
CC(=O)Nc1cccc(NC(=O)Cn2cnc3c2c(=O)n(C)c(=O)n3C)c1	-3%	0%	-3%
Cc1cccc(NC(=O)N2CCC(NC(=O)C3CCCCC3)CC2)c1	0%	-5%	6%
Cc1ccc(NC(=O)c2ccc(Nc3ccccc3F)nc2)cc1	2%	?	?

Results (from the top)
SMILES	KAT2A inh	TDP1 cell CPT	TDP1 cell noCPT
CC(NCc1ccc(S(N)(=O)=O)cc1)C(=O)Nc1ccc([N+](=O)[O-])cc1Cl (stereo unspecified)	1%	-12%	?
COC(=O)C(CCSC)NC(=O)c1cc2c(n(-c3ccc(OC)cc3)c1=O)CC(C)(C)CC2=O (stereo unspecified)	-6%	-22%	-16%
CCN(CC)S(=O)(=O)c1ccc(N2CCOCC2)c(NC(=O)C2COc3ccccc3O2)c1 (stereo unspecified)	-5%	18µM*	16µM*
O=C(Nc1ccccc1)c1ccc2c(c1)CCN2S(=O)(=O)c1ccccc1	-17%	?	?
COc1ccc(NS(=O)(=O)c2cc3c(cc2C)N(C(C)=O)CCO3)c(OC)c1	-2%	-27%	?
CCOC(=O)c1c(C)c(C(=O)OCC)n(C)c1C	0%	-5%	-12%
CCC(Sc1nc2ccsc2c(=O)n1Cc1ccc(C(=O)O)cc1)C(=O)Nc1cccc(OC)c1 (stereo unspecified)	/	-29%	?
CSc1ccc(/C=N/Nc2cccc(C(=O)O)c2)cc1	?	3%	-26%
CN(C)/C=C/c1onc(-c2c(F)cccc2Cl)c1C#N	-12%	-17%	-19%
CSc1nc2nccc(/C=C\c3ccccc3)n2n1	-6%	?	23µM*
COC(=O)[C@]1(C)N[C@H](CN(C)C(=O)Nc2ccc(Cl)cc2)[C@@H]2C(=O)N(C)C(=O)[C@@H]21	-1%	13%	-9%
CCCN(CCC)CC(O)CN1C(=O)N(CN2C(=O)N(CC(O)CN(CCC)CCC)C(=O)C2(C)C)C(C)(C)C1=O (stereo unspecified)	0%	5%	8%
CC(=O)Nc1cccc(NC(=O)Cn2cnc3c2c(=O)n(C)c(=O)n3C)c1	-3%	0%	-3%
Cc1cccc(NC(=O)N2CCC(NC(=O)C3CCCCC3)CC2)c1	0%	-5%	6%
Cc1ccc(NC(=O)c2ccc(Nc3ccccc3F)nc2)cc1	2%	?	?
O=C(NCc1ccco1)C1OCCc2ccccc21 (stereo unspecified)	-18%	-6%	4%
CCCOc1c(Br)cc(C(=O)OCc2cc(=O)n3ccsc3n2)cc1OC	/	5.8µM*	10µM*
CCOc1ccc(NC(=O)CCc2nnc3ccc(N4CCC5(CC4)OCCO5)nn23)cc1	-4%	-3%	4%
CCOC(=O)C1=C(COC(=O)COc2cccc(C)c2C)NC(=O)NC1C (stereo unspecified)	-1%	-8%	-8%
CCc1ccc(CN(C)C(=O)CCc2nnc(COc3ccccc3)o2)cc1	0%	?	?
Cc1ccc(C)n1-n1c(C)nc2scc(-c3cccs3)c2c1=O	-6%	?	18µM*
Cc1cccc(CSCc2ccc(C(=O)O)o2)c1	4%	-24%	?
Cn1c(N)c(C(=O)CSc2nc3ccccc3[nH]2)c(=O)n(C)c1=O	-4%	-12%	-4%
CC(=O)Nc1ccc(NC(=O)C(C)OC(=O)C2(c3ccc(Cl)cc3)CCCC2)cc1 (stereo unspecified)	-6%	-7%	?
COc1ccc(/C=N/NS(=O)(=O)c2ccccc2)cc1OC(=O)c1ccc(C)cc1	-13%	5%	-27%

(next part)
SMILES	KAT2A inh	TDP1 cell CPT	TDP1 cell noCPT
CN(C)S(=O)(=O)c1cccc(NC(=S)Nc2cc(Cl)cc(Cl)c2)c1	-1%	26µM*	23µM*
Cc1ccc(S(=O)(=O)N2C3CC(c4ccccc4)N(S(=O)(=O)c4cccc(Cl)c4)CC3C(=O)C[C@H]2c2ccccc2)cc1 (stereo partly specified)	/	8%	2%
Cc1cc(=O)cc(C)n1-c1ccc(Cl)cc1	0%	-4%	-9%
COc1ccc2[nH]cc(C(=O)CN3CCCCC3)c2c1	3%	4%	-27%
CCOC(=O)CCN(Cc1cccs1)S(=O)(=O)c1ccc(Cl)cc1	-3%	1%	-7%
O=[N+]([O-])c1cccc(/C=N/Nc2nc(NCc3ccccc3)nc(N3CCOCC3)n2)c1O	4%	13µM*	?
O=C(O)Cc1sc(Nc2ccc(C(=O)O)cc2)nc1-c1ccccc1	2%	-5%	-11%
Cc1ccc2cc3cc(C(=O)N4CC(C)CC(C)C4)oc3nc2c1 (stereo unspecified)	0%	?	23µM*
Cc1ccc(-n2c(SCc3cccc(F)c3)nc3[nH]ncc3c2=O)cc1C	-6%	21µM*	21µM*
Cc1nc(-c2ccccc2)sc1-c1nc(-c2cccnc2)ncc1S(=O)(=O)c1ccccc1	-4%	-25%	?
Cc1ccc(NC(=O)CN2C(=O)CCS(=O)(=O)c3ccccc32)cc1Cl	-6%	-3%	1%
COc1ccc(NC(=O)NC2(C(=O)N3CCN4CCCC4C3)CCCCC2)cc1 (stereo unspecified)	-1%	6%	0%
Fc1ccc(CSc2nnc(-c3cc4c(s3)-c3ccccc3CC4)o2)cc1	2%	?	?
CCOC(=O)N1CCN(S(=O)(=O)c2ccc(C(=O)Nc3nnc(CSC)o3)cc2)CC1	-4%	21%	-18%
Cc1ccsc1/C=N/NC(=O)Cc1ccc(Cl)cc1	18%	?	?
Cn1c(/C(C#N)=C/c2ccncc2)nc2ccccc21	3%	?	21µM*
CC(=O)c1c(C(C)=O)c(C)n(NC(=O)c2cccnc2)c1C	0%	-10%	-6%
Cc1c(C(=O)NC(=S)Nc2ccc3c4c(cccc24)CC3)cccc1[N+](=O)[O-]	1%	?	?
C=CCC(NCc1ccccc1)c1ccc(C)o1 (stereo unspecified)	/	?	?
CCOC(CNC(=O)CN1C(=O)COc2ccc(S(=O)(=O)N3CC(C)CC(C)C3)cc21)OCC (stereo unspecified)	?	-2%	-1%
O=C(Nc1cccc(C(=O)Nc2cccc(C(F)(F)F)c2)c1)c1ccc(=O)[nH]c1	-2%	-5%	-27%
O=C(N/N=C/c1ccc(O)c([N+](=O)[O-])c1)C(O)(c1ccccc1)c1ccccc1	-14%	?	2.9µM*
CCC(=O)N1Cc2cc(C(=O)NCC(F)(F)F)nc(-c3cccc(-c4cncnc4)c3)c2[C@H]1CCO	/	-8%	-3%
O=C1CCC(=O)N1c1ccc(CSc2nnnn2C2CCCCC2)cc1	-2%	8%	6%
O=S(=O)(NCC(c1ccccc1)N1CCc2ccccc21)c1ccc(Cl)cc1 (stereo unspecified)	-10%	?	?

Next results follow.
SMILES	KAT2A inh	TDP1 cell CPT	TDP1 cell noCPT
CN(C)C(=O)c1ccc(NC(=O)COC(=O)CC23CC4CC(CC(Br)(C4)C2)C3)cc1	-4%	-30%	-28%
Cc1noc(C)c1S(=O)(=O)N1CCCC(C(=O)NC2CCCCC2)C1 (stereo unspecified)	-3%	-28%	-6%
COc1cc(C(=O)N(Cc2ccc(C(C)C)cc2)C2CCS(=O)(=O)C2)cc(OC)c1OC (stereo unspecified)	-1%	-1%	-19%
CC1(c2nnc(-c3ccccc3)o2)CC(c2ccc(F)cc2)=NO1 (stereo unspecified)	-10%	-15%	-27%
COCCNC(=O)Cn1cnc2ccc(S(=O)(=O)N3CCC(C)CC3)cc2c1=O	-8%	-4%	-7%
CCCc1nnc(NC(=O)CCC(=O)N2CCN(c3ccccc3)CC2)s1	-23%	-11%	-5%
C/C(=N/Nc1nc(-c2ccccc2)c(CC(=O)O)s1)c1ccccc1	0%	?	?
N#CCSc1nc2ccccc2c(=O)n1C1CCCCC1	-10%	-12%	?
Cc1cccc2cc(CN(Cc3cccnc3)C(=O)c3ccncc3)c(=O)[nH]c12	1%	-3%	5%
CCOc1ccccc1C1C(C#N)=C(N)Oc2cc(N)ccc21 (stereo unspecified)	2%	1%	-1%
NC(=O)C1=C[C@@H](c2csc3ccccc23)C[C@@H](OCCCCO)O1	-3%	-3%	-19%
Cc1nn(C)cc1S(=O)(=O)Nc1ncccn1	-14%	9%	2%
CN(C)CCn1c(=N)n(CC(O)c2ccc(Cl)c(Cl)c2)c2ccccc21 (stereo unspecified)	-8%	23µM*	23µM*
CC1(C)Cc2cccc(OCC(=O)N3CCN(S(=O)(=O)c4ccccc4F)CC3)c2O1	-6%	-17%	-23%
Cc1ccc(S(=O)(=O)n2nc(-c3ccccc3)nc2NCc2ccc(Cl)cc2)cc1	1%	?	?
O=C(COc1ccc(OCc2ccccc2)cc1)NN=C1CCCC1	-5%	-1%	-1%
COc1cccc2sc(=NC(=O)CCS(=O)(=O)c3ccc(C)cc3)n(C)c12	-3%	?	21µM*
O=C(Nc1cc(Cl)ccc1N1CCOCC1)c1ccc2c(c1)OCCO2	-5%	?	-16%
O=C1C2C3C=CC(CC3)C2C(=O)N1c1ccc(Br)cc1[N+](=O)[O-] (stereo unspecified)	-4%	-10%	-39%
CCOC(=O)c1ccc(Nc2c(-c3ccc(O)cc3)nc3nc[nH]n23)cc1	0%	?	?
O=C(CN1CCN(c2nc(-c3ccc(Cl)cc3)cs2)CC1)NCc1ccco1	0%	?	?
Cc1cc(C)c(-c2cc(C)nc3ncnn23)c(C)c1	25%	2%	13%
CCOC(=O)C1=C(C)N=c2s/c(=C/c3ccc(OCC(=O)O)cc3)c(=O)n2C1c1ccc(OC)cc1OC (stereo unspecified)	-12%	6%	-3%
O=C1c2cccc3cccc(c23)C(=O)N1c1ccccn1	-5%	8%	-15%
CCOC(=O)N/N=C\c1ccc(OC/C=C/c2ccccc2)c(OC)c1	-5%	2%	-8%

(more compounds)
SMILES	KAT2A inh	TDP1 cell CPT	TDP1 cell noCPT
Cc1cnc(NC(=O)CSc2nnc(N)s2)s1	1%	?	8%
O=C(NCCCn1ccnc1)C1CC2CCC1C2 (stereo unspecified)	0%	-6%	0%
O=c1[nH]nc(Cc2ccc(-c3cccc(Cl)c3)o2)c2ccccc12	0%	16µM*	?
Cc1ccc(C(=O)Nc2ccccn2)cc1S(=O)(=O)N1CCOCC1	2%	1%	6%
COc1ccc(-c2c(-c3ccccc3OC)sc3ccccc23)cc1OC	-21%	?	4%
COCCNC(=O)CN(C(=O)CCC(=O)Nc1ccccn1)c1cc(C)ccc1C	-9%	1%	2%
CC1CCN(CCc2nc3cc(NC(=O)Nc4ccccc4)ccc3n2C)CC1	-4%	21µM*	?
COc1ccc2nc(SCC(=O)N(C)CC(=O)Nc3ccc(F)cc3)[nH]c2c1	-14%	2%	-6%
COc1cc(C(=O)Nc2nccs2)c(Br)c(OC)c1OC	-6%	1%	-14%
COc1ccc(S(=O)(=O)N2CCN(S(=O)(=O)c3ccc4c(c3)OCCO4)CC2)cc1C	-3%	-7%&-7%	-22%&-10%

Screens as filed in PubChem BioAssay.
